Bcl-xL primary: Bcl-xL (human) inhibition | Q07817 | GST-Bcl-xL / FITC-Bim BH3 peptide fluorescence polarization | inhibition, % at 10.9 µM | 320,000 tested, 0.7% active | AID 2129;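 active means inhibition above the mean of all tested compounds plus 3 SD, cutoff set per campaign, cut at about 30% in these data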;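 further: 0% = DMSO wells and 100% = unlabeled Bim-BH3 peptide competitor; inhibitors lower millipolarization by displacing the labeled peptide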
Target sequence (Q07817 whole entry, looked up): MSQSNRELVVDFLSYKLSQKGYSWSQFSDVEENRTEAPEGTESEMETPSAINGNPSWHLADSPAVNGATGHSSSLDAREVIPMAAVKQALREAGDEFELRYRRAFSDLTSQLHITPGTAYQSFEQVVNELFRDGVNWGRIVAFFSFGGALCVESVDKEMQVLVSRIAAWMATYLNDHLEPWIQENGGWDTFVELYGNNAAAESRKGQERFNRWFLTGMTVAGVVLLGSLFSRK
PME-1 inh: blocks human protein phosphatase methylesterase 1; inhibition, % at 5.9 µM; recombinant PME-1, FP-Rh probe fluorescence polarization; Q9Y570; 320,000 tested, 0.53% active;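 active means inhibition above the campaign mean of all compounds plus 3 SD, cut at about 26% in these data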;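 further: competitive labeling of PME-1 active site by serine hydrolase directed probe; 0% = PME-1 with DMSO and 100% = wells lacking PME-1 enzyme; inhibitors block probe labeling so polarization falls and inhibition rises; many of its hits are not listed in these tables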
Target sequence (Q9Y570 whole entry, looked up): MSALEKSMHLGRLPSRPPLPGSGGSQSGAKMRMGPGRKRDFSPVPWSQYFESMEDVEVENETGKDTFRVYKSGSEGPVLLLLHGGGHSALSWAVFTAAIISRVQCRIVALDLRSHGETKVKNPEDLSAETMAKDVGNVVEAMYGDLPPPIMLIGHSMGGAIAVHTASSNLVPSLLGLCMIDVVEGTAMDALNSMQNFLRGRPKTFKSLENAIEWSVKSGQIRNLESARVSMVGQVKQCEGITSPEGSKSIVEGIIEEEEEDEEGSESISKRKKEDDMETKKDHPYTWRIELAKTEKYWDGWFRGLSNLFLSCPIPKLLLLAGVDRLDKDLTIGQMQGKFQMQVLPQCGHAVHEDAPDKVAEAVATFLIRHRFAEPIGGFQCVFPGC
MEX-5 binding: C. elegans MEX-5 TCR-2 RNA binding activity. 300,000 tested, 0.38% active. activity score (negative = inhibition of binding), % at 10 µM. AID 1832. MEX-5/FITC-TCR2 RNA binding, fluorescence polarization; active compounds read low. Q9XUB2;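 active means inhibition past about -25% in most replicates, and total fluorescence under double the plate's negative control median, limit read from the data; inconclusive means replicates evenly split on the limit, or fluorescence at least double controls; inactive means too little inhibition in most replicates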;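 further: 0% = DMSO and -100% = 5 µM competing unlabeled TCR2 RNA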
GRK2 inh: human GRK2 inhibition via aptamer displacement; P25098; bead flow cytometry, FAM-aptamer displacement from GRK2; inhibition of aptamer binding, % at 10 µM; 330,000 tested, 0.59% active; AID 488847;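 active means inhibition of aptamer binding above 40%, roughly 3 SD of noise, on plates passing a quality check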;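 further: median bead fluorescence of bound FAM aptamer so fluorescent compounds give negative values; no value below 0 was filed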
VLA-4 inh: inhibition in a human VLA-4 binding assay. 330,000 tested, 0.2% active. inhibition, % (about 7 µM as worked out from the volumes in the protocol). P13612. VLA-4 expressing cells, ligand binding flow cytometry; in the data active means inhibition above about 50%
Efflux pump inh: antifungal efflux pump inhibition, Nile Red retention | S. cerevisiae Candida pump triplex | inhibition, % at 10 µM | 330,000 tested, 0.44% active | AID 485275;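 active means plate passing quality check with inhibition over a set limit, or well fluorescence over plate mean plus 4 SD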;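 further: Nile Red retained in pooled yeast measured as flow cytometry median fluorescence; 0% = buffer negative control and 100% = Enniatin B positive control; higher means more Nile Red kept so more efflux inhibition; some compounds called inactive have numbers as strong as hits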
MCL1-BIM inh: inhibitors of human MCL1 binding to BIM-BH3 peptide. Q07820. GST-MCL1 / FITC-Bim-BH3 fluorescence polarization. inhibition, % at 10.9 µM. 320,000 tested, 0.68% active;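 active means inhibition above the mean inhibition of all tested compounds plus 3 SD, set per campaign, cut at about 40% in these data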;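 further: 0% = DMSO wells and 100% = unlabeled Bim-BH3 peptide control; higher means more loss of mP so more displacement of Bim peptide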
Fam108B inh: counter-screen for RBBP9 inhibitors: inhibitors of mouse Fam108B; 300,000 tested, 0.33% active; inhibition, % at 9.51 µM; recombinant Fam108B, FP-Rh probe fluorescence polarization; AID 1947;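 active means inhibition above the screen mean inhibition plus 3 SD, computed separately per campaign, cut at about 18% in these data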;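 further: inhibitors lower polarization as less probe binds the enzyme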
GLD-1 RNA inh: GLD-1-TGE RNA interaction inhibition (C. elegans); inhibition, % at 5.96 µM; purified GLD-1 + fluorescein TGE RNA, fluorescence polarization; 320,000 tested, 0.44% active; AID 2280;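 active means percent inhibition above a per-plate cutoff, the plate mean of test compounds plus 3 SD, cut at about 30% in these data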;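 further: 0% = DMSO wells with GLD-1 and probe and 100% = wells lacking GLD-1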
Target sequence (Q17339 whole entry, looked up): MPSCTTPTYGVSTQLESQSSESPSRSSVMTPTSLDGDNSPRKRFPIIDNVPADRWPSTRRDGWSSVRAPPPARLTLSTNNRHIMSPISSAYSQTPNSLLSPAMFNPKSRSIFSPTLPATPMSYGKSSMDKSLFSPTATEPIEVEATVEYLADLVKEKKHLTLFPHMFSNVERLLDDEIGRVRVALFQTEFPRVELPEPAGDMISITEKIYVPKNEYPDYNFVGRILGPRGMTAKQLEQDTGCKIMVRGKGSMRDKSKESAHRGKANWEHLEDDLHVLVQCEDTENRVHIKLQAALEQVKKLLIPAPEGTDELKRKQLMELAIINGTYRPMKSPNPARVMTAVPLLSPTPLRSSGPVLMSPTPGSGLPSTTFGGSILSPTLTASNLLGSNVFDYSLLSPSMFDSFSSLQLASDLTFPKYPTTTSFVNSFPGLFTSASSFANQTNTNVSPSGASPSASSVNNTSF
The depositor's hits bear a star; ? = inconclusive; . = no result given. An excerpt, so the mix of outcomes need not match the whole.

SMILES	Bcl-xL primary	PME-1 inh	MEX-5 binding	GRK2 inh	VLA-4 inh	Efflux pump inh	MCL1-BIM inh	Fam108B inh	GLD-1 RNA inh
O=C(Cc1n[nH]c(=O)c2ccccc12)Nc1cccc(S(=O)(=O)N2CCCCCC2)c1	-5.2	12.4	.	0.0	12.4	0.7	-10.8	.	4.9
CCCCC(O)(c1ccc(OC)cc1)C(CN1CCOCC1)c1ccccc1 (stereo unspecified)	-1.6	5.6	4.6	0.0	8.9	0.2	-3.2	2.9	10.1
O=C(Nc1nnc(SCc2c(Cl)cccc2Cl)s1)C1CC(=O)N(c2ccc3c(c2)OCCO3)C1 (stereo unspecified)	-2.2	-1.5	-0.2	5.0	2.5	-0.1	7.9	-7.8	2.2
CCN(CC)CCCN=Cc1c(O)n(-c2c(C)cccc2C)c(=O)c2ccccc12	4.6	-0.6	1.1	0.0	-4.4	-0.1	-1.9	0.0	1.1
N#Cc1nc(-c2ccco2)oc1NCCCn1ccnc1	7.3	-0.2	0.3	1.0	-5.1	0.1	5.0	-4.8	-2.0
O=C(O)c1ccc(CNC(=O)c2ccc3c(c2)OCCO3)cc1	7.0	-1.1	-1.5	1.0	1.5	-0.1	6.3	-3.5	-0.6
COc1ccc([C@H]2CC(=O)c3c(O)cc(O)cc3O2)cc1O	0.6	8.2	0.7	1.0	-3.8	0.0	-9.4	0.6	3.1
S=c1nn[nH]n1C12CC3CC(CC(C3)C1)C2	0.4	-5.9	-0.1	1.0	-8.1	-0.2	-7.2	3.0	-0.2
CCN(CC)C(=O)Cn1cc(S(=O)(=O)CC(=O)N2CC(C)OC(C)C2)c2ccccc21 (stereo unspecified)	6.0	4.0	-4.1	0.0	3.6	1.7	4.2	2.5	0.1
CC(C)(C)OC(=O)Nc1ccc([C@H](NC(=O)OC(C)(C)C)C(=O)OC(C)(C)C)cc1	-1.4	-5.2	.	2.0	12.5	0.0	-3.0	.	-5.6
CCOC(=O)c1c(NC(=O)CSc2nnnn2-c2ccc(OC)cc2)sc(C)c1C	4.6	-2.5	2.4	0.0	-1.7	-0.1	14.8	-10.9	1.6
CCN(CC)C(=O)COC(=O)c1ccc(O)cc1	4.6	-0.5	0.6	3.0	10.6	-0.1	5.4	2.2	-2.8
O=C(NCCc1ccccn1)c1cncc(Br)c1	1.9	0.6	0.0	0.0	-8.1	0.1	-1.4	4.3	6.5
CCCc1cc(N2CCCC2)n2nc(C)c(-c3ccccc3)c2n1	5.5	-0.9	2.6	2.0	-13.1	-0.3	-0.4	-1.1	7.7
Clc1ccccc1CSc1nnc(-c2ccccn2)n1Cc1ccco1	6.2	-2.8	2.1	1.0	10.1	0.2	5.8	2.5	0.6
Cc1noc(C)c1C(=O)OCC(=O)Nc1cc(Cl)ccc1Oc1ccccc1	1.7	3.0	2.0	1.0	-4.4	0.1	3.2	-6.4	-4.1
C=CCn1c(SCC(=O)Nc2ccc3c(c2)OCO3)nnc1-c1ccccc1	2.8	3.6	-1.1	0.0	1.4	0.0	10.5	4.8	8.7
Cc1c(CCOC(=O)C23CC4CC(CC(C)(C4)C2)C3)sc[n+]1Cc1ccccc1	6.0	5.4	-2.0	0.0	3.1	1.2*	4.5	1.7	5.7
O=C(/C=C/c1ccc(-c2ccccc2[N+](=O)[O-])o1)c1ccc(Br)cc1	4.0	-3.5	0.3	6.0	-6.5	0.2	14.0	-1.2	1.6
CCOc1ccc(NC(=O)[C@@H]2CCCN2C(=O)c2cccs2)cc1S(=O)(=O)N1CCCCC1	3.3	0.6	.	0.0	-6.8	-0.1	-0.8	.	0.7
O=C(OCC(=O)N1CCN(C(=O)c2ccco2)CC1)c1cc(-c2ccco2)nc2ccccc12	31.1*	5.7	1.3	13.0	6.9	0.0	82.4*	5.4	11.7
COc1cc(NS(=O)(=O)c2ccc(NC(=O)CN3C(=O)c4ccccc4C3=O)cc2)nc(OC)n1	2.4	-4.6	-1.1	7.0	11.6	0.1	3.8	1.8	-4.0
Cc1ccc2c(nc3s/c(=C\c4ccc(-c5ccccc5C(=O)O)o4)c(=O)n32)c1C	-16.4	25.5	-10.5	49.0*	-85.1	0.7*	-7.2	13.5	-31.1
COc1ccccc1-c1noc(-c2cccs2)n1	1.7	8.6	0.7	0.0	4.7	0.1	-2.4	2.3	5.5
CN(Cc1cn(C)nc1-c1cccc(Cl)c1)Cc1nccn1C	5.2	4.1	-2.2	1.0	-0.4	-0.1	7.5	-2.5	1.1
Cc1cccc(C2c3[nH]c4ccccc4c3CCN2C(=O)c2nn(C)c(=O)c3ccccc23)n1 (stereo unspecified)	-1.4	-3.5	0.1	0.0	17.5	-0.1	-10.1	2.0	-6.3
NC(=S)N/N=C\c1ccc(-c2cccc(Cl)c2Cl)o1	-2.2	25.1	0.6	0.0	7.1	-0.1	-0.9	0.8	4.8
COc1ccc(CC(=O)OCC(=O)c2ccc(OC)cc2)cc1	-1.7	-7.0	1.7	0.0	-3.7	0.4	-8.2	-5.7	3.9
COc1ccc(NC(=O)N(C)C[C@H]2Oc3ccc(NC(=O)Cn4cnnn4)cc3C(=O)N([C@H](C)CO)C[C@@H]2C)cc1	.	.	.	0.0	7.6	-0.2	.	.	-0.2
CCOC(=O)C1(Cc2ccc(OC)cc2)CCN(C(=O)c2cccc3nccnc23)CC1	-2.5	-1.8	-2.5	3.0	-2.4	-0.1	-5.8	3.9	4.4

Two of the compounds above, with two lines to a compound:
The line under a structure holds: Bcl-xL primary | PME-1 inh | MEX-5 binding | GRK2 inh | VLA-4 inh | Efflux pump inh | MCL1-BIM inh | Fam108B inh | GLD-1 RNA inh
O=C(OCC(=O)N1CCN(C(=O)c2ccco2)CC1)c1cc(-c2ccco2)nc2ccccc12
  31.1* | 5.7 | 1.3 | 13.0 | 6.9 | 0.0 | 82.4* | 5.4 | 11.7
COc1cc(NS(=O)(=O)c2ccc(NC(=O)CN3C(=O)c4ccccc4C3=O)cc2)nc(OC)n1
  2.4 | -4.6 | -1.1 | 7.0 | 11.6 | 0.1 | 3.8 | 1.8 | -4.0

Next structures.
SMILES	Bcl-xL primary	PME-1 inh	MEX-5 binding	GRK2 inh	VLA-4 inh	Efflux pump inh	MCL1-BIM inh	Fam108B inh	GLD-1 RNA inh
Cc1ccn2cc(-c3cccc(NC(=O)CCC(=O)O)c3)nc2c1	-2.3	-8.0	2.3	0.0	0.3	0.2	-2.5	-5.6	-4.7
COc1ccc(/C=C(/NC(=O)c2ccccc2)C(=O)NCc2ccco2)cc1	0.5	8.5	0.0	0.0	0.0	-0.1	-3.0	-1.1	0.6
Cc1ccc(CCNS(=O)(=O)c2cc3c(cc2C)NC(=O)CO3)cc1	4.2	-1.4	1.0	0.0	-11.0	-0.1	5.2	2.1	-1.0
CC1CN(C(=S)Nc2ccccc2)CC(C)O1 (stereo unspecified)	3.8	2.1	-0.2	0.0	11.5	0.0	3.2	-0.2	8.6
CCOC(=O)N1CCN(C(=O)CCN2C(=O)COc3ccccc32)CC1	3.1	-3.2	-1.0	2.0	-1.4	-0.2	-4.2	1.7	9.3
Cc1ccc(NC(=O)CSc2nc(N)cc(=O)[nH]2)cc1S(=O)(=O)N1CCOCC1	1.6	-3.8	.	0.0	12.7	0.2	-1.3	0.9	-3.8
COc1ccc(-n2nc3c(N)n[nH]c3cc2=O)cc1	10.5	-1.8	-6.6	1.0	14.6	0.0	12.7	3.6	18.5
COc1ccc(CC(=O)NC2CCCc3ccccc32)cc1 (stereo unspecified)	4.3	7.2	0.0	3.0	5.8	0.1	0.1	-0.9	11.1
CCOC(=O)c1c(NC(=O)COC(=O)Cc2n[nH]c(=O)c3ccccc23)sc(C(=O)N(C)C)c1C	-5.6	-2.0	0.7	5.0	-0.8	-0.1	-10.9	-1.8	7.6
CCCCC1=CC2=CC(=O)C(C)(OC(=O)CC)C(=O)C2=CO1 (stereo unspecified)	18.1	1.6	-23.2	4.0	-26.7	0.0	31.7	-2.0	36.8*
COc1ccc(Cl)cc1Nc1nc(-c2sc(NC(=O)c3ccccc3)nc2C)cs1	-6.2	15.6	-0.5	0.0	-0.1	0.0	-16.2	1.2	2.2
CC(=O)Nc1ccc(-c2csc(Nc3ccc(S(N)(=O)=O)cc3)n2)cc1	-1.7	1.1	2.9	1.0	-0.4	0.1	-5.0	1.9	7.9
COc1ccc(NC(=O)NNC(=O)CCC(=O)Nc2ccccc2Cl)cc1	-1.9	3.3	0.3	1.0	9.3	0.0	-5.9	-1.3	1.0
Cc1cccc(CSC2=NCCN2S(=O)(=O)c2ccc(F)cc2)c1	-0.7	-5.2	-4.3	3.0	-18.4	-0.1	-4.6	0.0	3.6
NS(=O)(=O)c1ccc(CNc2nc(-c3cccnc3)nc3ccccc23)cc1	0.1	-2.2	-12.3	2.0	-5.0	0.1	-4.4	-1.2	6.0
CCOC(=O)c1ccc2[nH]c3c(c2c1)CCCC3	3.1	-2.1	-0.8	0.0	-9.9	0.0	-1.5	4.3	4.7
CCN(CC)c1nc(OCCNC(=O)Nc2ccccc2)nc(N(CC)CC)n1	5.8	-1.6	-1.2	1.0	4.2	0.3	8.8	-9.9	8.5
COc1cc(/C=N/c2oc(-c3ccccc3)cc2C#N)ccc1O	-0.2	-3.2	?	0.0	-34.6	0.2	-7.2	-7.2	0.5
CC(C)(C)NC(=O)c1ccc2nccnc2c1	5.7	-4.5	2.5	1.0	10.8	0.1	2.0	-0.8	11.5
COc1ccc(/C=C(/NC(=O)c2ccc(C)cc2)C(=O)N2CCCC2)cc1OC	10.3	0.6	1.9	0.0	7.4	0.1	11.7	1.0	0.6
NC(=O)c1nc(C(=O)N2CCCCC2)c2ccccc2n1	1.2	-1.6	.	1.0	0.0	-0.1	-3.1	.	-2.6
COc1cccc(/C=C2/Oc3ccccc3N(CC(=O)NCC3CCCO3)C2=O)c1 (stereo unspecified)	3.3	-6.9	-0.5	0.0	18.5	0.0	-2.2	-10.2	1.6
CC(C)c1ccc(NC(=O)CCCC(=O)NCCc2ccccc2)cc1	8.1	-4.3	0.4	1.0	12.4	0.0	2.4	-2.4	2.9
O=C(c1cccc(Oc2c(Cl)cccc2[N+](=O)[O-])c1)N1CCCCC1	8.3	19.3	1.5	4.0	0.0	0.1	8.1	4.0	-3.0
Cc1ccc(C)c(NC(=O)COC(=O)CCCN=C2NS(=O)(=O)c3ccccc32)c1	-1.8	2.2	2.7	2.0	0.0	-0.1	-19.9	3.5	0.5
Cc1onc(-c2ccccc2)c1-c1ccc(S(N)(=O)=O)cc1	-2.0	4.4	-2.7	3.0	-16.7	0.2	-8.2	-4.6	-0.4
CCN(CC)CCCn1c2c(c(SCC(=O)Nc3cccc4ccccc34)nc1=O)CCC2	1.8	-3.4	2.8	0.0	0.8	0.0	3.2	-0.1	1.9
CN(Cc1ccccc1)C(=O)c1ccc(NC(=O)Cc2cccc(NC(=O)C3CCCN(C(=O)C4CCCC4)C3)c2)cc1 (stereo unspecified)	5.0	-0.9	.	0.0	2.6	-0.5	7.4	.	7.9
O=S(=O)(Cc1nnnn1-c1ccccc1)c1ccccc1	0.7	2.8	-0.8	1.0	-15.6	3.0	7.8	-2.0	4.5
COc1ccc(OC)c(NC(=O)c2sc3ncnc(N4CCN(c5ccccn5)CC4)c3c2C)c1	1.0	1.2	1.2	1.0	1.9	0.1	0.4	-5.2	0.1
COc1ccc(C(=O)NC(=S)N2CCN(C)CC2)cc1Br	0.4	-3.7	1.2	2.0	-14.4	0.0	-1.8	46.9*	-6.1
O=C(O)CCn1c(CO)nc2ccccc21	9.3	-6.0	2.2	0.0	18.3	0.1	21.4	4.3	-2.7
